RGS4 inh – Inhibitors of Regulator of G Protein Signaling (RGS) 4: qHTS; Potency, µM (series often up to 114 µM), for the others: top-dose activity change, negative = inhibition, hits mostly inhibitors; Transcreener GDP fluorescence polarization, RGS4-accelerated GTP hydrolysis; Regulator of G-protein signaling 4 (Homo sapiens), P49798; 390,000 tested, 0.039% active; note: potency is the fitted concentration of half-maximal effect; % is set by controls: 0 for no effect and ±100 for the full control effect; nearly all actives have a fitted effect of over 75% in size; some results filed as inactive show a strong effect at the top dose
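MLSMR compounds (23 nl, pin-transferred) preincubated 10 min at room temperature with a 500nM (2x) first reagent, then RGS4 at 900nM (2x) plus Transcreener GDP mix added; fluorescence polarization (620/688 nm) read before and after 90 min at 30 °C.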
D2 antagonist – HTS Assay for Allosteric Antagonists of the Human D2 Dopamine Receptor: Primary Screen for Antagonists; inhibition, % at 10 µM; AID 485344, 2010; 340,000 tested, 2% active; HEK293 TREx D2 cells, calcium flux, dopamine EC80; in the data active = inhibition above about 30%; note: 0% is about no effect
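HEK293 T-REx D2 cells, tet-induced, calcium dye no-wash. Cpd pintool add, 180 s kinetic, then EC80 DA, 180 s kinetic. Ca flux read.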
Glioma ERSR ind – qHTS for Inducers of the Endoplasmic Reticulum Stress Response (ERSR) in Human Glioma: qHTS | U87-MG GRP78 promoter luciferase reporter, 16 h | Potency, µM, for the others: top-dose activation, usual class: activators | 420,000 tested, 0.02% active; note: potency is the fitted concentration of half-maximal effect; series mostly up to about 76 µM; % of control where 0% means no effect; nearly all actives have a fitted effect of over 35% in size
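Stably transfected U87-MG glioma cells carrying a GRP78-based luciferase sensor; 16 h compound incubation. Luminescence end-point read 10 min after Bright-Glo addition at room temperature.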
LDHA block – qHTS assay for inhibitors of human lactate dehydrogenase; purified LDHA, NADH/diaphorase-resazurin fluorescence; stronger effect = lower value; activity change, % (values are at about 110 or 230 µM); L-lactate dehydrogenase A chain (Homo sapiens), P00338; 480,000 tested, 0.15% active; in the data active = activity change below about -30%; inconclusive = mostly about -25% to -30%;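 note: plate controls were DMSO wells for no effect and wells without enzyme for full effect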
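Human LDH5 (2 nM) was incubated with 0.06 mM NADH and 0.2 mM pyruvate for 5 min at room temperature in Tris pH 7.4. Remaining NADH was coupled through diaphorase/resazurin, and resorufin fluorescence was read at 0 and 20 min.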
Vif-APOBEC3G blk – qHTS for Inhibitors of Vif-A3G Interactions: qHTS. 410,000 tested, 0.076% active. DNA dC->dU-editing enzyme APOBEC-3G (Homo sapiens), Q9HC16. Potency, µM (highest dose often 46.1 µM), for the others: top-dose activity, negative = active, usual class: inhibitors. HeLa A3G-eYFP + Vif (tagged APOBEC3G with the HIV-1 protein that degrades it), YFP fluorescence, overnight;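 note: potency is the fitted concentration of half-maximal effect; % is set by controls: 0 for no effect and ±100 for the full control effect; nearly all actives have a fitted effect of over 60% in size; hits raise eYFP signal because A3G escapes Vif-driven loss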
Target sequence (Q9HC16 whole entry, looked up): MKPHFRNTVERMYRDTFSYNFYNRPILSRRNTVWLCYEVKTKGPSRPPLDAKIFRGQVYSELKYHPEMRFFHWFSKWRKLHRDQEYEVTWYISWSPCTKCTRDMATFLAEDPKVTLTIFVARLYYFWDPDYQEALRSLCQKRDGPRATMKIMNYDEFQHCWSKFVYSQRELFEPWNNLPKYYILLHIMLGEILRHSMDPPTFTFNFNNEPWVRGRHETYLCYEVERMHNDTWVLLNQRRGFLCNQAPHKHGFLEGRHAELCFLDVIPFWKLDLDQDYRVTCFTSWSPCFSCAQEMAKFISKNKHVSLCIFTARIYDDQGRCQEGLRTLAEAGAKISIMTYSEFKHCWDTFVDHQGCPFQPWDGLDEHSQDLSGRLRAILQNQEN
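HeLa cells stably expressing Vif and C-terminally eYFP-tagged A3G, seeded overnight at 37 deg C, then exposed to compound by pintool overnight at 37 deg C. Rise in yellow fluorescence (Ex 488/Em 500-530, Acumen) marks blocked Vif-driven A3G degradation.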
ERG-DNA inh – qHTS for Small Molecule Inhibitors of the ERG Ets/DNA interaction; Transcriptional regulator ERG (Homo sapiens), P11308; fluorescence polarization, His-ERG Ets domain / labelled DNA; Potency, µM (doses to about 76.9 µM), for the others: at the top dose FP activity, negative = inhibition, actives largely listed as inhibitors; 370,000 tested, 0.028% active; active = well fitted inhibition curve with a large enough effect in the polarisation, with a control signal flat; inconclusive = small, poorly fitted or top-dose-only effect, or effect the other way, or a change in a side signal; inactive = no such curve, though single readings can be large or run the other way; the % refers to the polarisation;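 note: polarization taken with two DNA probes labelled with fluorescein and Texas red; potency is the fitted concentration of half-maximal effect; % of control where 0% means no effect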
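His-tagged ERG Ets domain (1 uM in the protein solution; 300mM KCl, 50mM Tris-HCl, 1mM EDTA, 1mM DTT, pH 7.5) received compound, then a probe mix of 5 nM fluorescein-DNA and 100nM Texas-615-DNA. Fluorescence polarization was read for both dyes.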
D2 agonist – HTS Assay for Allosteric Agonists of the Human D2 Dopamine Receptor: Primary Screen for Agonists; HEK293 T-REx D2 cells, calcium flux agonist mode; 340,000 tested, 0.53% active; activation, % at 2 µM; D(2) dopamine receptor (Homo sapiens), P14416;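 active = activation over 3 SD above normal in the single-dose calcium agonist read, cut at about 30% in these data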; note: 0% is about no effect
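Tetracycline-induced HEK293 Trex cells with D2 receptor force-coupled to calcium signaling, plated overnight at 30 C and loaded with no-wash calcium dye. Calcium flux read kinetically for 180 s after compound addition; responses flag agonists.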
Vif-A3F inh – qHTS for Inhibitors of Vif-A3F Interactions: qHTS. HeLa A3F-eYFP + Vif (tagged APOBEC3F with the HIV-1 protein that degrades it), YFP fluorescence increase. Potency, µM (highest dose often 46.1 µM), for the others: at the highest dose activity, negative = active. 390,000 tested, 0.2% active. AID 602313, 2012; note: potency is the fitted concentration of half-maximal effect; % of control where 0% means no effect; nearly all actives have a fitted effect of over 65% in size
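HeLa cells stably expressing A3F-eYFP plus Vif, plated and incubated overnight at 37 deg C, then exposed to compounds overnight at 37 deg C. Blocked degradation read as raised yellow fluorescence (Ex 488/Em 500-530).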
12-LOX inh – Primary qHTS assay for inhibitors of human arachidonate 12S-lipoxygenase (ALOX12): Round 2. Polyunsaturated fatty acid lipoxygenase ALOX12 (Homo sapiens), P18054. purified 12hLO, xylenol orange hydroperoxide absorbance. Potency, µM (titrated, usually from 108 µM), for inactives: at the top dose activity change, negative = inhibition, actives largely listed as inhibitors. 580,000 tested, 1.1% active; note: potency is the fitted concentration of half-maximal effect; % is set by controls: 0 for no effect and ±100 for the full control effect
Target sequence (P18054 whole entry, looked up): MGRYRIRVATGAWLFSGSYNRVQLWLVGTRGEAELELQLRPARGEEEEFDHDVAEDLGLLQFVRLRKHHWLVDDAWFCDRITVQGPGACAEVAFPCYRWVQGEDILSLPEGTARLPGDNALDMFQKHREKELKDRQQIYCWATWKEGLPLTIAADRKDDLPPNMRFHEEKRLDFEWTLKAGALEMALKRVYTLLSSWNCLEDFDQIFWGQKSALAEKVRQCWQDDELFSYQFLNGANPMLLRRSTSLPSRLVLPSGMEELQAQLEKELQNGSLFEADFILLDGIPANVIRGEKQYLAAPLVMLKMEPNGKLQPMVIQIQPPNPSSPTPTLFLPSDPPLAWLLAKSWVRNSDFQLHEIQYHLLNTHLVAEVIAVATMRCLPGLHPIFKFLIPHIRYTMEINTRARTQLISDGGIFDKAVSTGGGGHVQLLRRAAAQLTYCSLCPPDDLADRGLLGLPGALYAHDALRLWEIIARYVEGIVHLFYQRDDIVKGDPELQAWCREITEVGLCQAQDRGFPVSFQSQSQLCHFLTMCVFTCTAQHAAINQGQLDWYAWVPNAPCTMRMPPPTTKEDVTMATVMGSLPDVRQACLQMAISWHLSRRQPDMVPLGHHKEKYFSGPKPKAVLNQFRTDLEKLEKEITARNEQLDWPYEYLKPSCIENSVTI
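Purified human 12hLO at 150 nM in 25 mM Hepes, 0.01% Triton X-100, pH 7.0, preincubated 15 min at room temperature with compound. Reaction started with 40 uM arachidonic acid, 30 min at room temperature. Hydroperoxide measured by Fe-xylenol orange, 573/405 nm absorbance ratio.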
* marks the source's active call; other numbers are inactive results; u = inconclusive; x = no result given; [ ] = another dose, or the depositor's remark. Unless noted, calls come from the whole dose curve; as a rule, active = well fitted curve in the direction sought with a large enough effect; inconclusive = small, poorly fitted or top-dose-only effect, or another doubt; inactive = no such curve, though single readings can be large; an effect the other way counts as inactive or inconclusive. Some of the compounds tested, so the mix of outcomes need not match the whole.

Values run as follows: 12-LOX inh	LDHA block	RGS4 inh	D2 agonist	Vif-APOBEC3G blk	Glioma ERSR ind	Vif-A3F inh	D2 antagonist	ERG-DNA inh
1. Cc1cc(C)c(C)c(S(=O)(=O)N2CCC(C(=O)NNC(=O)c3ccccc3O)CC2)c1C
  -28%	4	-15%	0.4	-15%	-2%	0%	-3	-10%
2. Cc1ccc(-n2ncc3c(NNC(=O)c4ccco4)ncnc32)c(C)c1
  13%	-1	-1%	0.7	0%	-3%	0%	-11	4%
3. CCOC(=O)C1CCN(C(=O)Cn2nc(C)n3nc(-c4ccc(OC)cc4)cc3c2=O)CC1
  -9%	-3	15%	0.9	3%	-2%	-7%	-3	3%
4. COc1cc(S(=O)(=O)NCc2ccccc2)ccc1F
  0%	0	-19%	0.0	-2%	-2%	-15%	-14	-7%
5. CCN(CC)S(=O)(=O)c1ccc2c(c1)c(=O)c(C(=O)NCc1ccco1)cn2C
  -43%	-2	-5%	-0.4	-7%	-4%	0%	14	-6%
6. O=C(O)c1cc2n(n1)C(C(F)(F)F)CC(c1ccco1)N2 (configuration not stated)
  0%	0	6%	0.0	-3%	-4%	0%	0	0%
7. O=C(CCC1CCN(C(=O)c2ccccc2Cl)CC1)NCc1ccc(F)cc1
  261%[activator]	-3	-22%	-0.4	1%	-3%	3%	7	1%
8. COc1ccc(-n2c(-c3ccc(Cl)cc3)n[nH]c2=S)c(OC)c1
  u	-8	x	x	-3%	-3%	0%	x	x
9. CCOc1cc(/C=C/C(=O)OCC(=O)NCCN2C(=O)CSC2=O)ccc1OCC(C)C
  152%[activator]	1	-28%	-2.0	2%	1%	3%	3	6%
10. CCn1cc(CNC(=O)c2cc(-c3cc(OC)ccc3OC)nc3ccccc23)c(C)n1
  -16%	-1	16%	-0.3	-7%	-2%	2%	7	-4%
11. COc1ccccc1N1CCN(C2CCN(C(=O)c3cc(OC)c(OC)c(OC)c3)CC2)CC1
  -22%	-9	7%	3.3	-1%	-4%	4%	4	4%
12. O=C(c1ccccc1F)N1c2ncnn2C2(CCCCC2)[C@@H]2CCCC[C@@H]21
  -20%	-2	-20%	-1.6	1%	-4%	-3%	x	0%
13. Cc1cc(Br)ccc1NC(=O)c1coc(=O)c2ccccc12
  -12%	-10	31%	-0.8	8%	-6%	-1%	x	9%
14. CNC(=O)COC(=O)/C=C/c1cccs1
  51%[activator]	-4	-21%	5.8	-3%	2%	-2%	0	-2%
15. Cc1ccc(CNC(=O)CN2C(=O)COc3ccc(S(=O)(=O)N4CCC(C)CC4)cc32)cc1
  -17%	-6	-17%	1.5	6%	-3%	1%	x	-2%
16. CCOC(=O)c1nnn(-c2nonc2N)c1CNC(C)C
  1%	-3	-11%	0.8	-4%	-4%	-6%	-2	-3%
17. O=C(O)CCN1C(=O)c2ccc(NC(=O)CCc3ccccc3)cc2C1=O
  0%	0	-9%	1.0	-1%	-7%	1%	-8	-4%
18. Cc1ccc(C(=O)Nc2cccc(NC(=O)c3ccc(C)c([N+](=O)[O-])c3)n2)cc1[N+](=O)[O-]
  x	-2	-14%	0.1	-13%	-3%	u	-9	-7%
19. COc1ccc(C(C(=O)NC2CCCCC2)N(C(=O)CCl)c2ccc(Cl)cc2)cc1 (configuration not stated)
  x	-9	20%	3.3	1%	6%	1%	-4	6%
20. CCc1nonc1NC(=O)COc1ccc(Cl)c(C)c1
  u	1	-6%	0.1	-4%	-5%	-1%	-20	15%
21. O=C(Nc1ccccc1)c1cccc(=O)o1
  0%	-6	-11%	0.7	1%	4%	1%	-5	6%
22. COc1ccc([N+](=O)[O-])cc1NCc1c(F)cccc1F
  u	-14	x	x	2%	-3%	4%	x	x
23. O=C1Nc2ccc(S(=O)(=O)Nc3ccccc3O)c3cccc1c23
  u	13	-10%	1.1	-6%	-2%	-7%	x	-3%
24. COc1ccc(C(C)(O)c2nc(-c3ccc(S(C)(=O)=O)cc3)cs2)cc1 (configuration not stated)
  -1%	-1	x	x	-4%	-3%	x	x	x
25. O=C(Nc1c(Cl)cccc1Cl)C1CCN(C(=O)c2cccs2)CC1
  19%	-4	-33%	-0.4	-2%	-3%	-31%	8	5%
26. CCN(CCc1ccccc1)c1ccc2c(c1)C1CC2CCN1Cc1ccccc1 (configuration not stated)
  -9%	2	x	x	2%	-1%	0%	x	x
27. Cn1c(=O)[nH]c(=O)c2c1nc(SCCCO)n2CCCc1ccccc1
  u	-8	-2%	1.1	5%	-3%	0%	-5	2%
28. O=C(Nc1ccc2c(c1)OCO2)c1cc(C2CCCCN2C(=O)c2ccccc2)on1 (configuration not stated)
  3%	-4	x	x	-5%	-2%	x	x	x
29. COC(=O)[C@@]12CCCN1[C@H](c1ccc(-c3ccc(OC)cc3)cc1)[C@@H]1C(=O)N(C)C(=O)[C@@H]12
  -15%	8	-7%	-1.6	1%	-1%	0%	2	5%
30. Cc1ccc(NC(=O)Cn2nnc(C(=O)NCc3cccs3)c2N)cc1
  0%	-10	16%	1.4	-9%	-4%	2%	-5	-2%
31. CC(=O)c1cccc(-c2csc(N3CCC(C(N)=O)CC3)n2)c1
  -13%	-2	2%	x	2%	-4%	-15%	x	x
32. COc1ccc2oc(=O)c(C(=O)NCCc3c(C)[nH]c4ccc(Br)cc34)cc2c1
  -14%	-5	-1%	-0.1	1%	-7%	5%	x	2%
33. Cc1cccc(C)c1NC(=O)C1C2C=CC(C2)C1C(=O)O (configuration not stated)
  16%	-1	-28%	0.6	1%	-3%	-7%	-6	-5%
34. CCn1c(=S)sc2c(=O)n(CC(=O)NC(C)CCc3ccccc3)c(C)nc21 (configuration not stated)
  2%	-2	-28%[56.9 µM]	-0.2	0%	1%	-13%	0	-13%
35. C=CCOC(=O)C1=C[C@@H](c2ccc3c(c2)OCO3)C[C@@H](OCc2ccc(CO)cc2)O1
  u	-14	16%	-0.1	-1%	1%	1%	-9	-10%
36. CCc1cccc(-n2c(=O)c3cccnc3n2CC(=O)NCc2ccccc2)c1
  10%	-1	0%	0.3	6%	0%	-6%	x	-2%
37. COC(=O)[C@@]1(C)[C@H]2C(=O)N(C)C(=O)[C@H]2[C@H]2CN=C(SC)N21
  1%	2	-32%	x	2%	-2%	2%	x	-6%
38. COc1ccc(/C(=N\O)c2ncc(C(F)(F)F)cc2Cl)cc1
  14%	-2	u	0.1	-1%	5%	x	2	2%
39. O=C(CCN1CCCCC1)N1CCc2c([nH]c3ccccc23)C1c1cccnc1 (configuration not stated)
  -9%	3	24%	x	-10%	-5%	-20%	x	7%
40. O=C(CN1CCN(c2ccccc2O)CC1)NNC(=O)c1ccc(Cl)cc1
  3%	-1	-17%	-0.5	1%	-2%	-6%	-1	5%
41. COc1ccccc1Cc1c(-c2cccc(Cl)c2)nc2ccc(Cl)cn12
  u	-5	x	x	-10%	-1%	x	x	x
42. O=C(COc1ccccc1)N(Cc1ccco1)C1CCS(=O)(=O)C1 (configuration not stated)
  -14%[57.4 µM]	-1	-15%	x	2%	-4%	-2%	x	x
43. Cc1ccc(Cn2c(C(=O)O)cc3sccc32)cc1
  -10%	4	-9%	-0.8	-4%	-4%	-16%	6	3%
44. Cc1cc(C)cc(NC(=O)NCc2noc3ccccc23)c1
  1%	-4	-51%	-0.2	-1%	-1%	0%	x	-2%
45. CC(C)(C)NC(=O)C(OC(=O)c1cccs1)c1ccccc1 (configuration not stated)
  0%	-5	24%	0.3	0%	-3%	7%	4	1%
46. O=C(CN1C(=O)C(=O)N(Cc2ccccc2)C1=O)Nc1cc(Cl)cc(Cl)c1
  -25%	-7	19%	0.3	u	-6%	-15%	0	7%
47. CCCC(=O)NC(Nc1ccc(S(=O)(=O)Nc2cc(C)on2)cc1)(C(=O)OCC)C(F)(F)F (configuration not stated)
  42%[activator]	-8	12%	0.0	-4%	3%	2%	-3	-3%
48. Cc1ccc(CNCc2ccc3c(c2)n(C)c(=O)n3C)cc1
  -17%	-3	2%	0.6	0%	-1%	-2%	x	5%

Source: PubChem (National Center for Advancing Translational Sciences (NCATS))
